High-throughput results: PubChem BioAssay, several laboratories
GDH-TPI inh = counter-screen for M. tuberculosis FBA inhibitors: GDH-TPI coupled enzymes; GDH-TPI coupled enzyme counterscreen, NADH absorbance; inhibition, % at 4.8 µM; 360,000 tested, 1.2% active; AID 588335; in the data active = inhibition above about 30%;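 also: 0% = DMSO wells and 100% = wells lacking the enzyme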
FadD28 FP inh = M. tuberculosis FadD28 bisubstrate binding inhibition; FadD28 bisubstrate probe binding, fluorescence polarization; inhibition, % at 12.5 µM; 360,000 tested, 0.22% active; in the data active = inhibition above about 8.5%, passing the limit was not always enough; inconclusive = no clear call, values can overlap the other calls
Mtb FBA inh = Mtb fructose-bisphosphate aldolase inhibition; P9WQA3; purified M. tuberculosis FBA, fluorescence read-out; inhibition, % at 1 µM; 360,000 tested, 2.3% active; in the data active = inhibition above about 27%;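 also: 0% = vehicle and 100% = reference inhibitor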
UGM FP inh = Mtb UDP-galactopyranose mutase inhibition; P9WIQ1; purified UGM, fluorescence polarization probe displacement; inhibition, % at 10 µM; 320,000 tested, 0.06% active; in the data active = inhibition above about 10%, passing the limit was not always enough; inconclusive = no clear call, values can overlap the other calls
Target sequence (P9WIQ1 whole entry, looked up): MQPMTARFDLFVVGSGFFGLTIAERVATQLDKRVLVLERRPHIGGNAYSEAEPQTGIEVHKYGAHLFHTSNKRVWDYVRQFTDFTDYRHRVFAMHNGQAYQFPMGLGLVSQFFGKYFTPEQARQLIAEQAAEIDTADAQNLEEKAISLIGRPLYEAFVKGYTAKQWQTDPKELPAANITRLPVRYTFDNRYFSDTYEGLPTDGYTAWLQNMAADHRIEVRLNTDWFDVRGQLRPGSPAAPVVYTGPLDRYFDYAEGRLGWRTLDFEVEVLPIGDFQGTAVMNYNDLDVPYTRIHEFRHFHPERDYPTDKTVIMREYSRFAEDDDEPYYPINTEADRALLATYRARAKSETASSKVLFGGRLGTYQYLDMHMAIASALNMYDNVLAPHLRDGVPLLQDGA
BioA inh = blocks M. tuberculosis BioA enzyme activity; purified M. tuberculosis BioA enzyme, plate reader; inhibition, % at 9.99 µM; 360,000 tested, 0.096% active; AID 602481; in the data active = inhibition above about 40%; inconclusive = no clear call, values can overlap the other calls
PrPC TRFRET = cell surface PrPC inhibition, primary TR-FRET screen; P04156; TR-FRET read-out; inhibition, % at 13.8 µM; 370,000 tested, 0.43% active; in the data active = inhibition above about 24%; also: 0% = median of the test wells and 100% = reference compound wells
MazF activator = increases E. coli MazEF RNase cleavage of RNA; FAM/BHQ RNA-DNA oligo cleavage fluorescence, 5 h; activation, % at 20 µM; 350,000 tested, 0.32% active; in the data active = activation above about 50%
Target sequence (P0AE70 whole entry, looked up): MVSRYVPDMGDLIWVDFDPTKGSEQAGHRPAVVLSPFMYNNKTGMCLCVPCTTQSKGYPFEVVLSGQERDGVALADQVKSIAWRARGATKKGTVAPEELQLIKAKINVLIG
Rv3671c protease = Rv3671c (M. tuberculosis) protease inhibition | 320,000 tested, 0.048% active | inhibition, % at 5.96 µM; in the data active = inhibition above about 38%;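 also: extracellular domain of Rv3671c used as enzyme; 0% = enzyme with DMSO and 100% = no enzyme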
Target sequence (P9WHR9 whole entry, looked up, the tested form may be a part): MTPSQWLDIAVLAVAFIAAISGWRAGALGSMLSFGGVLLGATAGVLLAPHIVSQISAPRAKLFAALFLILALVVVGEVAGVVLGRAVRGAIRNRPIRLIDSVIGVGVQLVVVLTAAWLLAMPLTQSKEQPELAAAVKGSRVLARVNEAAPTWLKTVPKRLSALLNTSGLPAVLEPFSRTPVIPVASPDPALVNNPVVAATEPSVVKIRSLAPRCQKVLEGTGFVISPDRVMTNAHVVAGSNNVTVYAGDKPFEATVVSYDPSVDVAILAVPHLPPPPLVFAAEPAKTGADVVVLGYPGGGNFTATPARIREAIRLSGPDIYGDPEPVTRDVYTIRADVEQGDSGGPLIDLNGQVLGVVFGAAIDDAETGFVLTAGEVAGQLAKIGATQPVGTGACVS
BoNT F protease = inhibitors of Botulinum neurotoxin F light chain protease | AID 588497 | Multiplex microsphere protease cleavage assay, flow cytometry | 360,000 tested, 0.22% active | inhibition, % at 10 µM; in the data active = inhibition above about 35%, passing the limit was not always enough; inconclusive = no clear call, values can overlap the other calls; also: plate controls were buffer without enzyme for full effect and enzyme alone for no effect
Starred values were filed as active, the others as inactive; ? = inconclusive; . = not tested or not shown; & = joins results of further samples.

SMILES	GDH-TPI inh	FadD28 FP inh	Mtb FBA inh	UGM FP inh	BioA inh	PrPC TRFRET	MazF activator	Rv3671c protease	BoNT F protease
COC(=O)C1=C(C)N(CCCC(=O)O)C(=O)NC1c1ccccc1Cl (stereo unspecified)	3	-2.2	0	0.7	0.0	-3	4	0	-7
NC(=O)c1nc[nH]c1C(=O)Nc1cccc(NC(=O)c2cccc(C(F)(F)F)c2)c1	5	-3.8	-3	1.1	-3.9	-2	-7	-42	-2
COC(=O)c1cc(S(=O)(=O)NCCc2ccc(SC)cc2)c[nH]1	-2	-6.1	-1	-1.1	-0.2	5	-7	1	4
CC1C(c2cccs2)=[N+]([O-])C(C)(C(=O)c2ccc(F)cc2)N1O (stereo unspecified)	1	-12	-1	1.2	-1.1	1	-5	0	-4
COc1ccccc1NC(=S)NC(C)=O	-3	-0.7	3	-0.5	.	0	4	-6	-3
CC(C)(C)OC(=O)Nc1ccc([C@@H](NC(=O)OC(C)(C)C)C(=O)OC(C)(C)C)cc1	-10	-3.9	-2	0.8	-0.8	5	0	-2	-5
C=CCOc1ccc2c3c(c(=O)oc2c1)CCCC3	5	-5.0	74*	.	-1.1	-2	-2	.	-1
COc1cccc(C(c2nnnn2C2CCCCC2)N2CCC3(CC2)C(=O)NCN3c2ccccc2)c1OC (stereo unspecified)	.	-5.0	-1	.	-0.1	7	.	.	-9
Cc1ccc(/C=C2\SC(=S)N(CCCC(=O)N3CCOCC3)C2=O)cc1	8	-3.6	-1	1.9	-0.8	-3	10	0	4
CC(C)=C1SC(N2CCN(c3ccc(C)c(Cl)c3)CC2)=NC1=O	-11	-4.0	-3	-2.7	.	3	10	3	?
O=C(c1ccc2c(c1)OCCO2)N1CCN(c2ccc(C(F)(F)F)cn2)CC1	-4	-3.5	2	.	-0.4	7	3	.	9
O=C(CSC1=NS(=O)(=O)c2ccccc2N1)Nc1ccc(F)cc1	13	-0.4	0	-0.4	-0.4	2	1	-5	-10
CCN(CC)S(=O)(=O)c1cccc(-c2cn3cc(C)ccc3n2)c1	-2	-8.0	7	-1.0	.	11	-7	-9	4
COc1ccc(C(C)(O)c2nc(-c3ccc(Cl)cc3)cs2)cc1 (stereo unspecified)	10	0.0	-4	.	-1.5	0	.	.	-4
CN1CCN(C(=O)N2CCNC2=O)CC1	5	-4.1	0	-1.7	.	3	2	-5	14
O=C(COC(=O)C1CC(=O)N(Cc2ccccc2)C1)Nc1ccccc1F (stereo unspecified)	-3	-2.2	-1	0.3	.	-1	7	4	0
CCCCn1c(N)c(Sc2ccccc2[N+](=O)[O-])c(=O)[nH]c1=O	13	0.4	0	2.0	0.6	-31	1	-1	16
Cc1cccc(NC(=O)Cn2nc([N+](=O)[O-])c(Br)c2C)n1	-6	-5.1	2	-1.7	-1.3	-7	4	12	-1
COc1nc(OC)nc(N2CCC(C(=O)NC3CC3)CC2)n1	-2	-2.4	0	0.7	.	-6	9	2	-7
CCOCCn1c(CCCO)nc2ccccc21	-2	0.3	2	0.3	-1.0	-3	0	-2	-2
COc1ccc(S(=O)(=O)CCC(=O)NCCc2cccc(C)c2)cc1	-12	2.2	3	-2.3	-0.8	-4	-2	-1	8
O=C(Nc1ccc(S(=O)(=O)Nc2nccs2)cc1)C1=NN(c2ccccc2)C(=O)CC1	26	0.3	-5	1.1	-0.7	-5	-4	4	-10
CC(=O)NS(=O)(=O)c1ccc(N)cc1	2&13	-2.1&-0.8	2&4	-0.6&2.4	13&-2.8	-3&7	13&-1	2&4	-8&-8
Cc1ccc(-n2c(Cc3cccn3C)nnc2SCC(=O)Nc2ccc3c(c2)OCO3)cc1	-4	-2.0	0	-5.1	2.2	16	-8	5	-4
CCN(CC(=O)NCc1ccc(F)cc1)CC(=O)Nc1ccc(S(=O)(=O)N2CCCC2)cc1	13	-2.1	1	0.4	1.6	-5	1	6	3

Some of these compounds in order of length of the SMILES, rising:
SMILES	GDH-TPI inh	FadD28 FP inh	Mtb FBA inh	UGM FP inh	BioA inh	PrPC TRFRET	MazF activator	Rv3671c protease	BoNT F protease
COc1ccccc1NC(=S)NC(C)=O	-3	-0.7	3	-0.5	.	0	4	-6	-3
CC(=O)NS(=O)(=O)c1ccc(N)cc1	2&13	-2.1&-0.8	2&4	-0.6&2.4	13&-2.8	-3&7	13&-1	2&4	-8&-8
COC(=O)C1=C(C)N(CCCC(=O)O)C(=O)NC1c1ccccc1Cl (stereo unspecified)	3	-2.2	0	0.7	0.0	-3	4	0	-7

The list goes on:
SMILES	GDH-TPI inh	FadD28 FP inh	Mtb FBA inh	UGM FP inh	BioA inh	PrPC TRFRET	MazF activator	Rv3671c protease	BoNT F protease
COc1ccc(S(=O)(=O)N(C)C[C@H]2Oc3ccc(NC(=O)Nc4ccc5c(c4)OCO5)cc3CC(=O)N([C@@H](C)CO)C[C@@H]2C)cc1	0	-3.4	0	-2.2	0.8	8	-2	3	-2
O=C(CSc1n[nH]c(-c2ccccc2)n1)c1ccc(O)c(O)c1	17	3.8	-4	-0.5	-0.4	-3	-1	2	-1
Nc1[nH][nH]c(=O)c1N=Nc1ccc2c(c1)OCO2	8	-0.3	-15	0.4	.	-9	-1	6	-10
CCn1c(-c2csc3c2CCCC3)n[nH]c1=S	-1	-1.6	2	0.9	.	6	1	6	3
NC1=NC(=O)/C(=C/c2cc(Br)c(O)c(Br)c2)S1	5	-1.0	-10	-1.8	.	-13	-32	-9	-41
c1ccc(-c2noc(CN3CCOCC3)n2)cc1	0	-3.6	1	-0.8	-1.1	-1	3	4	2
COc1cccc(OCc2cc(C(=O)NC(C)c3cnn(C)c3C)no2)c1 (stereo unspecified)	0	-1.7	1	-1.3	-0.5	-3	3	2	-4
O=C(Cn1cnc2ccccc2c1=O)NCC1COc2ccccc2O1 (stereo unspecified)	-12	-3.5	3	0.5	.	-8	-1	6	-1
COc1ccc(N(C(C)C(=O)N/N=C/c2ccc(OC)c(OC)c2)S(C)(=O)=O)cc1 (stereo unspecified)	-1	-3.6	2	-1.6	.	-1	7	0	-4
Cc1ccc2[nH]c3c(c2c1)CCCC3NC(=O)CCl (stereo unspecified)	2	-1.6	-5	-2.0	-0.5	.	13	-3	17
O=S(=O)(NCCN1CCCC1)c1ccc(Br)cc1	6	-0.7	0	1.1	-1.5	7	1	2	9
OC(COC(c1ccc(Cl)cc1)c1ccc(Cl)cc1)CN1CCc2ccccc2C1 (stereo unspecified)	-4	-4.3	-1	-1.0	1.6	11	-9	-4	-7
COCCN1C2=C(C(=O)CC(C)(C)C2)C(c2ccc(O)c(OC)c2)C2=C1CC(C)(C)CC2=O	18	-1.0	-1	-0.1	-2.3	9	4	-4	?
CCc1nc(SCC(=O)c2cc(C)ccc2C)n[nH]1	-3	-0.8	-4	-1.7	-1.1	1	3	-5	5
COc1ccc(-c2cc(C(F)(F)F)nc(S(=O)(=O)CCCC(=O)Nc3cccnc3Cl)n2)cc1OC	13	-7.5	5	.	.	3	-4	.	2
CC(=O)Nc1ccc(C(=O)/C=C/c2ccco2)cc1	13	-2.9	1	4.1	-1.9	5	5	-6	-17
O=C1CCc2cc(S(=O)(=O)NC(Cc3ccccc3)C(=O)NC3CCCCC3)ccc2N1 (stereo unspecified)	1	-1.0	0	-0.3	-1.3	0	.	6	2
O=C(O)c1cc2nc(-c3ccccc3)cc(C(F)(F)F)n2n1	10	-3.1	4	2.5	2.1	-7	2	5	19
CC1(C)C(C#N)=C(N)OC2=C1C(=O)CCC2	-4	0.7	-1	-2.7	-4.0	-10	-4	-5	0
O=S(=O)(c1ccc2ccccc2c1)N1CCN(S(=O)(=O)N2CCOCC2)CC1	12	-1.7	-2	-0.1	-2.4	-3	-8	8	23
CC(C)(C)c1ccc(/C=N/N2CCN(c3ccccn3)CC2)cc1	3	-2.4	1	0.5	-1.6	4	4	5	-1
COc1ccc(OC)c(NC(=O)CN2C(=O)C(=O)N(Cc3ccccc3)C2=O)c1	-2	-3.7	0	0.9	-0.6	-1	4	0	2
CCn1c(N)c(C(=O)NCCCOC)sc1=S	17	-0.9	-3	2.0	-0.8	-12	8	-8	-7
O=C(Nc1ccc(N2CCOCC2)cc1)C1CCCCC1	-11	-3.1	1	-1.3	-1.1	0	-4	-4	-9
CSc1c(-c2ccccn2)c(N)nn1C(=O)C1CCC1	3	-0.3	2	1.5	.	5	0	3	?

Some values from above:
Result for O=C(Cn1cnc2ccccc2c1=O)NCC1COc2ccccc2O1 (stereo unspecified) under FadD28 FP inh: -3.5
Result for O=C(O)c1cc2nc(-c3ccccc3)cc(C(F)(F)F)n2n1 under BoNT F protease: 19

The results go on.
SMILES	GDH-TPI inh	FadD28 FP inh	Mtb FBA inh	UGM FP inh	BioA inh	PrPC TRFRET	MazF activator	Rv3671c protease	BoNT F protease
CC(=O)Nc1ccc(CN(C)c2c(C)nc3ccc(C(=O)Nc4ccc(Cl)c(Cl)c4)cn23)cc1	-1	-3.3	0	.	0.3	-6	.	.	-3
COc1cc(NC(=S)NCCC(c2ccccc2)c2ccccc2)cc(OC)c1	3	-0.6	0	-1.8	.	2	3	-88	-7
CCOCCCNS(=O)(=O)c1ccc(NC(=O)C2CC(=O)N(c3ccc(C)cc3)C2)cc1 (stereo unspecified)	-5	-0.1	0	-0.6	0.2	2	-17	-3	-10
COCCn1cnc2c1c(=O)n(CC(=O)c1ccc3c(c1)OCCO3)c(=O)n2Cc1ccccc1	16	-2.3	0	4.3	.	3	1	0	-3
COc1cccc(CNC(=O)c2nnn(CC(=O)Nc3cc(C)ccc3C)c2N)c1	9	-0.9	1	-0.4	-1.0	-5	-9	-1	-7
O=C(NCc1ccccc1)C1Cc2c(-c3ccc4c(c3)OCO4)ccnc2O1 (stereo unspecified)	4	-1.7	65*	.	1.9	8	.	.	0
N=c1n(CCN2CCOCC2)c2ccccc2n1Cc1ccccc1Br	-8	-3.4	1	1.8	1.5	-3	6	2	-1
O=C(NN1C(=O)c2ccccc2C1=O)c1ccncc1	6	0.4	1	-0.1	.	1	-13	-1	-2
O=c1[nH]c2cc3c(cc2cc1CN(CC1CCCO1)S(=O)(=O)c1ccccc1)OCCO3 (stereo unspecified)	21	0.0	28*	-0.2	.	55*	-2	-3	9
O=C(COC(=O)c1ccc(Cl)nc1)NCc1cccs1	-6	-3.1	3	0.1	-0.5	1	-2	-5	-4
Oc1c(C=Nc2ccc(Cl)cn2)sc2ccccc12	-1	-4.0	1	-0.8	.	8	-14	-13	-10
COc1ccc(S(=O)(=O)Nc2ccc3c(c2)N(C(C)=O)CCC3)cc1	-2	-0.1	3	0.7	0.9	8	3	6	-5
O=S(=O)(O)c1cc(O)c2c(O)c(N=Nc3cc(Cl)ccc3O)c(S(=O)(=O)O)cc2c1	13	?	-9	4.2	5.2	.	5	-60	-26
c1ccc(C2(CN3CCNC[C@H]3Cc3cccc4ccccc34)CC2)cc1	6	-8.5	5	1.8	-0.5	-1	25	13	-28
C/C(CC(=O)Nc1cc(Cl)ccc1Cl)=N\NC(N)=S	9	-1.9	-2	1.2	-0.9	6	7	-2	5
COc1cc(/C=N/n2cnnc2)ccc1OC(=O)c1ccco1	-6	-3.9	-2	-2.9	.	0	-3	-2	-2
COc1ccc(C)cc1NC(=O)CSc1cccc[n+]1[O-]	5	-0.8	4	-0.9	-6.5	-3	-17	8	-7
COc1cc(/C=N/NC(=O)c2ccncc2)c([N+](=O)[O-])cc1OC	10	0.4	-3	-2.0	.	-25	3	5	-12
CCCCc1nc(C(N)=O)c2[nH]c(=O)n(-c3ccc(OC)cc3OC)c2n1	9	-2.3	3	-1.9	-1.4	.	-2	-5	-4
O=C(NNC(=O)c1ccc(Cn2cccn2)o1)NC12CC3CC(CC(C3)C1)C2	-8	-0.4	2	-0.5	-0.5	-1	5	.	-2
O=C(O)CCC1(C(=O)O)CCC(=O)c2ccccc21 (stereo unspecified)	-3	-2.0	-1	.	0.4	4	7	.	-10
COc1ccc(-c2nnn(CC(=O)N(c3cccc(O)c3)C(C)C(=O)NC3CCCC3)n2)cc1OC (stereo unspecified)	4	-1.8	5	-1.2	.	-1	1	-12	-2
O=C(COc1ccc(Br)cc1CO)N1CCCc2ccccc21	-1	0.4	0	2.7	.	-4	-12	5	-26
Cc1ccc(S(=O)(=O)N2CCN(C(=O)CSc3nncs3)CC2)cc1	-2	0.6	-3	2.9	6.7	7	14	-3	-4
COc1ccc(C=NNC(=O)CCCC(=O)NN=Cc2ccc(OC)c(OC)c2)cc1OC	17	-3.1	-4	.	.	1	9	.	4

Outcome played no part in choosing rows; any-hit rate near 4.8%.
